XIAP antagonists = XIAP antagonists, biochemical, IAP family, fluorescence polarization (AID 1018); E3 ubiquitin-protein ligase XIAP (Homo sapiens); XIAP BIR domain, fluorescence polarization peptide displacement; higher % means a stronger effect; 200,000 compounds, 0.007% hits; one-dose displacement, % at 20 µM; IC50 in µM for titrated hits; in the data active means displacement above about 50%; further: a part of the inactive calls stands beside numbers as strong as those of hits
Salmonella PhoP GFP = inhibitors of PhoP regulon expression, primary screen, Salmonella Typhimurium, GFP reporter (AID 1863) | S. Typhimurium PhoP-regulated promoter GFP reporter, 4 h; higher % means a stronger effect | one-dose inhibition, % at 50 µM; IC50 in µM for titrated hits | 300,000 compounds, 0.16% hits;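 active means inhibition over 29.93%, a cutoff 3 SD above the screen mean, later confirmed by dose response; inconclusive means inhibition over 29.93% but no dose response follow-up; inactive means inhibition at most 29.93% or unconfirmed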;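 further: 0% = low Mg2+ inducing control and 100% = high Mg2+ repressing control; strong numbers were not always called active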
human PMI inhibition = inhibitors of human PMI, primary screen, biochemical, fluorescence intensity, coupled assay (AID 1209); Mannose-6-phosphate isomerase (Homo sapiens); purified PMI enzyme, coupled fluorescence intensity; higher % means a stronger effect; inhibition, % at 20 µM, or IC50 in µM where a hit was titrated; 190,000 compounds, 0.42% hits;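 further: plate controls were DMSO vehicle for no effect and wells lacking substrate for full effect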
RSV CPE inhibition = RSV antiviral activity via CPE protection, HEp-2 cells, primary 10 µM value included (AID 2391). HEp-2 cells, RSV-induced CPE inhibition; higher % means a stronger effect. one-dose CPE inhibition, % at 10 µM; IC50 in µM for titrated hits. 310,000 compounds, 0.13% hits; in the data active means a potency from the dose series; inconclusive means CPE inhibition mostly from about 23% at the one dose, without a potency; inactive means the rest, 99 in 100 with CPE inhibition below about 21%; further: strong numbers were not always called active
TNAP activators = human TNAP enzyme activators, primary screen, biochemical, luminescent, no phosphate acceptor, uHTS (AID 1001); Alkaline phosphatase, tissue-nonspecific isozyme (Homo sapiens); purified TNAP, luminescent activation assay, no phosphate acceptor; higher activation fold means a stronger effect; activation fold at 20 µM, or EC50 in µM where a hit was titrated; 200,000 compounds, 0.03% hits; in the data active means activation fold from about 3, or a potency from the dose series; inactive means the rest, 99 in 100 with activation fold below about 1.6; further: many of its hits are not listed in these tables
Siah-1 displacement = Siah-1 peptide-binding antagonists, primary screen, biochemical, fluorescence polarization, rhodamine-plectin, uHTS (AID 1817); E3 ubiquitin-protein ligase SIAH1 (Homo sapiens); Siah-1 / rhodamine-plectin peptide fluorescence polarization; higher % means a stronger effect; 290,000 compounds, 0.02% hits; displacement, % at 20 µM; hits with a dose series show IC50 in µM;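 active means displacement of at least 50% at 20 µM, with a fluorescence ratio check between 0.3 and a set limit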;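 further: plate controls were Siah plus tracer with DMSO for no effect and tracer alone without Siah for full effect; strong numbers were not always called active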
WT yeast gro inh = growth inhibition of WT strain, primary screen, mitochondrial fusion inhibitor project, WT and mutant strains, chemical genetic; mitochondrial fusion phenotypic screen; inhibition, % at 10 µM; 190,000 compounds, 2.1% hits; AID 1362, 2008; in the data active means inhibition above about 58%; tested in S. cerevisiae
Myeloid diff 2 = induction of myeloid progenitor differentiation, primary screen, cell-based, flow cytometry, MLPCN library; 360,000 compounds, 1% hits; calls only at 10 µM; ER-HoxA9 myeloid progenitors, lysozyme-GFP differentiation;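 active means normalized GFP-positive differentiation at or above the plate's own cutoff, the solvent-only control mean plus 3 SD; inconclusive means no clear call, values can overlap the other calls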;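 further: cells exposed to compound for four days before flow analysis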
PMI inhibition = human PMI inhibitors, high substrate, primary screen, biochemical, fluorescence intensity, high mannose 6-phosphate (AID 1220); one-dose inhibition, % at 20 µM; IC50 in µM for titrated hits; 190,000 compounds, 0.66% hits; recombinant PMI enzyme, coupled fluorescence intensity; higher % means a stronger effect
WT yeast gro inh mutant strain = also measured in WT yeast gro inh; calls as there; inhibition, %; mitochondrial fusion phenotypic screen, mutant strain inhibition
Myeloid diff 2 GFP+ MAC1+ % = recorded beside Myeloid diff 2, whose call it bears; GFP+ MAC1+ double positive, %; measured here: differentiation confirmed by MAC1 staining
* hit, by the source's call; i = inactive; ? = inconclusive; · = no result given. Unless noted, no stated cut-off is given here; in the data, active means inhibition above about 50%; inactive means the rest.

SMILES	XIAP antagonists	Salmonella PhoP GFP	human PMI inhibition	RSV CPE inhibition	TNAP activators	Siah-1 displacement	WT yeast gro inh	WT yeast gro inh mutant strain	Myeloid diff 2	Myeloid diff 2 GFP+ MAC1+ %	PMI inhibition
COc1ccc(-c2c[n+]3c4n2CCCCC4=C(c2ccccc2)C3)cc1	-2.9%	3%	-5%	-1.3%	1	3%	-10	15	i	6.7	-10%
CC(C)CC1(C)NC(=O)N(CCN2C(=O)c3ccccc3C2=O)C1=O (stereo not given)	-4.1%	-5%	-2%	1.4%	1.1	5%	1	1	i	1.4	9%
CS/C(Nc1cc(Cl)ccc1Cl)=C(/C#N)C(=O)c1ccco1	·	2%	·	?	·	1%	·	·	i	0.3	·
O=C(CC1C(=O)NCCN1Cc1ccc(-c2ccccc2)cc1)NCCCn1ccnc1 (stereo not given)	·	-11%	·	-0.1%	·	2%	·	·	i	0.3	·
Cn1c(=O)c2c(ncn2CCOc2ccc(F)cc2)n(C)c1=O	·	2%	·	11%	·	-5%	·	·	i	2.6	·
O=C(CSc1nnc(C2CCCCC2)o1)N1CCCCC1	-0.2%	6%	-2%	2.6%	1.1	1%	-28	-4	i	2.1	-2%
O=C(NC1CCCCCCC1)C1c2ccccc2C(=O)N1Cc1ccco1 (stereo not given)	-1.6%	-3%	1%	-1.0%	1.1	-2%	-2	12	i	6.4	5%
COc1cc(C(=O)N[C@H](C(=O)Nc2nnc(C3CC3)s2)C(C)C)cc(OC)c1OC	·	-5%	·	1.7%	·	-6%	·	·	i	0.4	·
CCc1cccc(CC)c1NC(=O)c1ccccc1	-0.2%	1%	4%	1.3%	1.2	3%	-9	1	i	0.2	5%
O=C(Nc1cccc(F)c1)NC1(C(=O)N2CCC(O)CC2)CCCCC1	·	-1%	·	1.6%	·	-1%	·	·	i	4.0	·
O/N=C1/CCSc2ccccc21	0.2%	-3%	9%	1.3%	1.1	3%	-23	-11	i	0.7	10%
COc1cccc(C(=O)N2CCN(C3CCC(c4ccccc4)CC3)CC2)c1OC (stereo not given)	-1.1%	1%	7%	2.4%	1.1	4%	-20	28	i	0.4	1%
CC1(C(=O)O)CCC(C(=O)Nc2ccc3ccccc3c2)C1(C)C (stereo not given)	-7.4%	-15%	8%	0.3%	1.1	-1%	-11	-3	i	2.1	1%
O=c1c2c3c(sc2nc2n1CCCS2)CCCC3	-5.1%	-1%	-12%	6.4%	0.9	-8%	10	11	i	0.9	-13%
Cc1noc(C)c1COc1cccc(C(=O)OCCOc2ccc(F)cc2)c1	1.2%	-3%	-13%	0.6%	1.2	-3%	24	-4	i	0.5	7%
O=C1N(c2ccccc2)C2CS(=O)(=O)CC2N1c1ccc(Cl)c(Cl)c1 (stereo not given)	-4.6%	1%	11%	-0.2%	1.1	-2%	10	3	i	3.9	10%
O=C1ON=C(c2ccccc2)/C1=C/c1ccc(O)c(O)c1	·	-11%	·	1.8%	·	4%	·	·	i	1.1	·
NC(N)=NC(=S)Nc1ccc(Cl)cc1	·	-4%	·	11%	·	-2%	·	·	i	1.2	·
COc1ccccc1-c1cn[nH]c1-c1ccc(O)cc1O	·	-6%	·	16%	·	2%	·	·	i	0.9	·
COC(=O)c1sccc1N(C)S(C)(=O)=O	-20%	-1%	-5%	1.6%	1.1	-4%	-5	0	i	0.0	-5%
CC(C)/C=N/Nc1nc(-c2ccc(Br)cc2)cs1	-5.2%	-8%	-10%	7.9%	1	-3%	35	20	i	0.8	-12%
CCc1c(O)nc2ccccn2c1=O	-3.8%	3%	10%	1.6%	1.2	-1%	-8	17	i	0.7	9%
CCOC(=O)c1cccc(NC(=O)CSc2nncn2-c2ccccn2)c1	·	3%	·	3.0%	·	16%	·	·	i	1.1	·
CCCc1nc2c(=O)[nH]c3ccccc3c2o1	-3.8%	3%	0%	1.7%	1.1	-4%	-17	-12	i	0.9	-1%
Cc1c(C(=O)c2ccc(Cl)cc2[N+](=O)[O-])c2ccccn2c1CCC#N	-3.3%	2%	42%	5.2%	1	2%	3	-17	i	0.6	49%

Going on with the list.
SMILES	XIAP antagonists	Salmonella PhoP GFP	human PMI inhibition	RSV CPE inhibition	TNAP activators	Siah-1 displacement	WT yeast gro inh	WT yeast gro inh mutant strain	Myeloid diff 2	Myeloid diff 2 GFP+ MAC1+ %	PMI inhibition
CCOC(=O)/C(N=Nc1ccc(C(=O)O)cc1[N+](=O)[O-])=C(\C)O	-7.1%	-3%	-10%	-0.2%	1.1	9%	-8	19	i	0.1	-2%
Cc1ccccc1C(=O)N1CCc2ccccc2C1	-5.1%	2%	-1%	0.3%	1.1	-7%	-2	-1	i	6.0	-6%
CCC(C)(C)NC(=O)C(c1ccc(C)cc1)N(CC1CCCO1)C(=O)CCC(=O)Nc1ccccn1 (stereo not given)	·	3%	·	1.3%	·	1%	·	·	i	1.3	·
COCCCn1c(=O)c2sccc2n(Cc2cccc(C)c2)c1=O	·	1%	·	0.0%	·	2%	·	·	i	0.1	·
Cc1cccc[n+]1CCCCCCCCCC[n+]1ccccc1C	-2.3%	5%	·	-1.3%	0.9	-5%	5	15	i	0.3	·
COCCCn1c(SCC(=O)NC2CCCCC2)nnc1-c1ccco1	·	-1%	·	1.8%	·	0%	·	·	i	2.3	·
Cc1ccc(C(=O)N2CCC(C(=O)Nc3cccc([N+](=O)[O-])c3)CC2)cc1	·	2%	·	9.4%	·	0%	·	·	i	0.0	·
COC(=O)C1CCN(C(=O)Cc2ccc(C)cc2)CC1	-6.8%	-9%	-1%	1.0%	1.2	-2%	2	-2	i	0.9	-7%
COc1ccc(Cl)cc1C(=O)N/N=C/c1ccc(N2CCOCC2)cc1	-11%	1%	0%	1.0%	1.1	0%	1	11	i	0.4	-3%
CCCCC1=CC2=CC(=O)C(C)(OC(=O)CC)C(=O)C2=CN1C1CCCCC1 (stereo not given)	·	-1%	·	2.4%	·	5%	·	·	i	2.2	·
C/C(=N\NC(=O)c1ccccc1)C1C2C=CC(C2)C1(C)C (stereo not given)	·	-6%	·	-0.1%	·	-6%	·	·	i	0.7	·
OC1(C#CCN2CCCC2)c2ccccc2-c2ccccc21	·	2%	·	0.4%	·	-1%	·	·	i	1.0	·
S=c1nc(-c2csc3c2CCCC3)[nH][nH]1	-16%	-1%	22%	7.1%	1.1	-7%	34	1	i	0.4	20%
Cc1ccc(-c2noc(CCC(=O)NCCCN3CCN(c4cccc(Cl)c4)CC3)n2)cc1	-3.9%	-4%	0%	41%	1.1	-5%	46	46	i	0.8	2%
CCn1c(=O)cc(OCC(=O)N(C)c2ccccc2F)c2ccccc21	-1.9%	7%	4%	-1.0%	1.1	0%	10	5	i	2.3	10%
O=C(CN1C(=O)c2ccccc2S1(=O)=O)c1ccccc1F	·	-3%	·	-0.1%	·	2%	·	·	i	2.8	·
CCC(=O)c1ccc(OCC(O)CN2CCc3ccccc3C2)cc1 (stereo not given)	·	-3%	·	-1.1%	·	0%	·	·	i	1.1	·
CCCCN(CCCC)C(=O)CN(C)S(=O)(=O)c1ccc2c(c1)n(C)c(=O)c(=O)n2C	-5.8%	4%	-13%	1.5%	1	4%	-3	-13	i	7.2	-2%
CN(C)c1ccc(NC(=O)CSc2n[nH]c(-c3ccco3)n2)cc1	-3.3%	-1%	13%	2.0%	1	-2%	7	2	i	1.0	14%
COc1ccc(C(=O)CC2OC(=O)c3ccccc32)cc1OC (stereo not given)	-8.7%	2%	-9%	-0.3%	1	1%	-3	-9	i	2.5	-2%
O=C(Nc1ccc(S(=O)(=O)NC2CCCC2)cc1)c1cnccn1	-8.1%	-10%	2%	5.3%	1	2%	0	8	i	0.5	-5%
Cc1ccccc1C(=O)NCCCc1ccccc1	-7.6%	-7%	6%	2.1%	1	-3%	-5	-13	i	0.7	11%
COc1ccc(/C=C/C(=O)NCCCN2CCCCCC2)cc1	·	0%	·	-2.3%	·	3%	·	·	i	0.8	·
Cc1cc(NC(=O)c2c([N+](=O)[O-])c(C)nn2C)no1	1.1%	18%	-12%	0.9%	1	-1%	13	7	i	0.7	2%
N#C/C(=C\c1ccc(OC(=O)c2cccs2)cc1)c1nc2ccccc2[nH]1	-1.8%	2%	3%	3.3%	0.9	-3%	13	9	i	0.6	7%
CC1CCCC(C)N1C(=O)CCN1C(=O)C2C3C=CC(C3)C2C1=O (stereo not given)	·	8%	·	2.8%	·	9%	·	·	i	1.1	·

In a second layout: results already given
Cc1cc(NC(=O)c2c([N+](=O)[O-])c(C)nn2C)no1
  XIAP antagonists = 1.1% | Salmonella PhoP GFP = 18% | human PMI inhibition = -12% | RSV CPE inhibition = 0.9% | TNAP activators = 1 | Siah-1 displacement = -1% | WT yeast gro inh = 13 | WT yeast gro inh mutant strain = 7 | Myeloid diff 2 = i | Myeloid diff 2 GFP+ MAC1+ % = 0.7 | PMI inhibition = 2%

O=C(CN1C(=O)c2ccccc2S1(=O)=O)c1ccccc1F
  XIAP antagonists = · | Salmonella PhoP GFP = -3% | human PMI inhibition = · | RSV CPE inhibition = -0.1% | TNAP activators = · | Siah-1 displacement = 2% | WT yeast gro inh = · | WT yeast gro inh mutant strain = · | Myeloid diff 2 = i | Myeloid diff 2 GFP+ MAC1+ % = 2.8 | PMI inhibition = ·

S=c1nc(-c2csc3c2CCCC3)[nH][nH]1
  XIAP antagonists = -16% | Salmonella PhoP GFP = -1% | human PMI inhibition = 22% | RSV CPE inhibition = 7.1% | TNAP activators = 1.1 | Siah-1 displacement = -7% | WT yeast gro inh = 34 | WT yeast gro inh mutant strain = 1 | Myeloid diff 2 = i | Myeloid diff 2 GFP+ MAC1+ % = 0.4 | PMI inhibition = 20%

A section taken from the entries so far, for reference:
SMILES	XIAP antagonists	Salmonella PhoP GFP	human PMI inhibition	RSV CPE inhibition	TNAP activators	Siah-1 displacement	WT yeast gro inh	WT yeast gro inh mutant strain	Myeloid diff 2	Myeloid diff 2 GFP+ MAC1+ %	PMI inhibition
CCOC(=O)/C(N=Nc1ccc(C(=O)O)cc1[N+](=O)[O-])=C(\C)O	-7.1%	-3%	-10%	-0.2%	1.1	9%	-8	19	i	0.1	-2%
Cc1ccccc1C(=O)N1CCc2ccccc2C1	-5.1%	2%	-1%	0.3%	1.1	-7%	-2	-1	i	6.0	-6%
CCC(C)(C)NC(=O)C(c1ccc(C)cc1)N(CC1CCCO1)C(=O)CCC(=O)Nc1ccccn1 (stereo not given)	·	3%	·	1.3%	·	1%	·	·	i	1.3	·
COCCCn1c(=O)c2sccc2n(Cc2cccc(C)c2)c1=O	·	1%	·	0.0%	·	2%	·	·	i	0.1	·
